From PubChem BioAssay
SKKanGAS inh: blocks kanamycin growth of S. pyogenes SKKanGAS strain; AID 1662; inhibition, % at 7.5 µM; 1.3% of 300,000 active; BacTiter-Glo, 6 h;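 active = mean replicate score, as percent of positive control median, at least 50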;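 note: strain carries kanamycin resistance gene driven by streptokinase promoter and grows in 40 µg/ml kanamycin; loss of luminescence reflects streptokinase promoter inhibition or plain growth inhibition; 0% = median of DMSO wells and 100% = positive control at its reference dose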
MrgX1 antagonist: human MrgX1 receptor antagonism, primary screen | AID 588676 | 1.3% of 310,000 active | Q96LB2 | MRGX1-HEK293 calcium flux, Fluo-4, BAM8-22 antagonism; active compounds read low | B-score at 10 µM;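 active = calcium-response B-score plate-corrected more than 3 library SD below zero, starting fluorescence within 5 deviations, no agonist response on first addition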;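 note: peak minus trough fluorescence over baseline after final BAM8-22 challenge near maximal dose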
TRPC6 inhibitor: inhibitors of mouse TRPC6 channel. Q61143. HEK293-TRPC6, membrane potential dye, ACh-evoked depolarization; active compounds read low. B-score at 10 µM. 1.1% of 310,000 active. AID 2553;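 active = B-score under library mean minus 3 SD, initial fluorescence not abnormally high, positive integrated signal ratio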;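 note: B-score derived from integrated fluorescence ratio over the kinetic read; more negative B-score means stronger inhibition of depolarization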
MrgX1 ag: agonists of human MrgX1 receptor; 0.44% of 310,000 active; MrgX1-HEK293 cells, Fluo-4 calcium fluorescence, agonist mode; active compounds read high; B-score at 10 µM; Q96LB2; AID 588627;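 active = calcium response B-score plate-corrected fluorescence ratio at least 3 library SD, with starting fluorescence B-score inside 5 SD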
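Test system: HEK293 cells stably expressing human MrgX1 receptor; Input: fifteen thousand cells per well; Dosing: compound delivered in addition one of three; Schedule: overnight seeding, then 1 h dark dye loading; Technique: Fluo-4 NW calcium fluorescence; Measure: B-scored fluorescence response ratio; Controls: positive and negative controls per plate.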
TRPC4 agonist: activators of mouse TRPC4 channel; HEK293 TRPC4beta/mu-opioid, Fluo4 calcium fluorescence; active compounds read high; B-score at 10 µM; 0.49% of 310,000 active;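 active = B-score above 5 SD of library B-scores, and initial fluorescence ratio not above library mean plus 5 SD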;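 note: positive B-score marks a calcium rise read as TRPC4 activation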
Target sequence (Q9QUQ5 whole entry, looked up): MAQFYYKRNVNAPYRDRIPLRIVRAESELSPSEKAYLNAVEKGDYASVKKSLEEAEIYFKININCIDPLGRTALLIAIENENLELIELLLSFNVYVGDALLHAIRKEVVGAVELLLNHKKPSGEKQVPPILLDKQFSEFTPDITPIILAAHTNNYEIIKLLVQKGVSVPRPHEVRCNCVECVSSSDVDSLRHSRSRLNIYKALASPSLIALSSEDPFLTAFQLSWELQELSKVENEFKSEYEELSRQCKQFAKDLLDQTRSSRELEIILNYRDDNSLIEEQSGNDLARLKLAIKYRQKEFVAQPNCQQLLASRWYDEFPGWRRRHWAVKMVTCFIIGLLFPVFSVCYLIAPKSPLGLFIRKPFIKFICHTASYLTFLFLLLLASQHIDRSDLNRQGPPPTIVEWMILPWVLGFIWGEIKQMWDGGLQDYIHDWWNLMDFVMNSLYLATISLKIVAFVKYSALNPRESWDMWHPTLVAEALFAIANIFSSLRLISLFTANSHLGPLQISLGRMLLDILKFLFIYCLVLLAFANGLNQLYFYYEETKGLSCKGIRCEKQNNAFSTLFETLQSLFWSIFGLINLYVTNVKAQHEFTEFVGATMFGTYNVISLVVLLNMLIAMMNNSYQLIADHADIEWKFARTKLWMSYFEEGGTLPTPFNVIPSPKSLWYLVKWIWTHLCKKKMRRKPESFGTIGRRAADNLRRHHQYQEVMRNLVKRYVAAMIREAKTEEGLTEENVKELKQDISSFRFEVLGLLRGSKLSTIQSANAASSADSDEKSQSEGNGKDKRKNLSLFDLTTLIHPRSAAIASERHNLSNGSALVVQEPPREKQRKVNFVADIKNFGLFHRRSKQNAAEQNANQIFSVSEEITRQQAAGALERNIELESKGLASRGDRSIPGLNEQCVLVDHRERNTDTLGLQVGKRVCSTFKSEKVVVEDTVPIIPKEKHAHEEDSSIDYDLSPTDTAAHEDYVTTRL
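Assay system: HEK293 cells stably co-expressing mouse TRPC4beta and mu-opioid receptor / Timing: Fluo4 dye loading 45 min at room temperature, 110 s recording / Signal: Fluo4 calcium-sensitive dye fluorescence, kinetic, 1 Hz baseline / Read-out: integrated baseline-normalised fluorescence ratio, converted to per-well B score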
MrgX1 PAM: human MrgX1 positive allosteric modulation, primary screen; Q96LB2; MrgX1-HEK293, Fluo-4 calcium flux, FDSS; active compounds read high; B-score at 10 µM; 0.63% of 310,000 active; AID 588675;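 active = plate-corrected calcium response at least 3 library SD above typical, normal starting fluorescence, not activating the receptor alone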;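 note: compound read alongside a low EC10 to EC30 dose of BAM8-22 agonist; peak minus trough fluorescence over baseline measured at the second addition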
TRPC6 activator: mouse TRPC6 channel activation; Q61143; HEK293-TRPC6 membrane potential dye fluorescence; active compounds read high; B-score at 10 µM; 0.13% of 310,000 active; AID 2550;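 active = B-score of the integrated fluorescence ratio above library mean plus 3 SD, and starting fluorescence ratio within library mean plus 5 SD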;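 note: higher score means more depolarization so channel activation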
TRPC4 PAM: allosterically enhances the mouse TRPC4 cation channel. HEK293 TRPC4beta/mu-opioid, DAMGO EC20, Fluo-4 Ca2+ flux; active compounds read high. B-score at 10 µM. 0.42% of 310,000 active. AID 2227;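 active = B-score of calcium response area above 5 SD of library B-scores, with initial fluorescence ratio within 5 SD of library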;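 note: B-score of integrated fluorescence ratio over time as area under calcium response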
ANO1 activ: activators or potentiators of mouse TMEM16A chloride channel | HEK293 TMEM16A/YFP-H148Q/I152L, iodide quench fluorescence; active compounds read low | Q8BHY3 | 0.3% of 340,000 active | B-score at 10 µM;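 active = fluorescence-ratio B-score plate-corrected deviation score at least 3 library SD below zero, with starting fluorescence score within 5 deviations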;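 note: channel opened by trigger with iodide after compound preincubation; score built on the fluorescence ratio of max minus min over baseline; more negative score means more quench and so TMEM16A activation or potentiation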
TMEM16A inh: mouse TMEM16A channel inhibition, primary screen; 1.2% of 310,000 active; AID 588511; Q8BHY3; normalized B-score (activity score, 25-100; higher = stronger inhibition) at 10 µM; HEK293 TMEM16A/YFP iodide influx fluorescence, ionomycin;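 active = ratio plate-corrected score three or more library SD toward inhibition, starting fluorescence score within five deviations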;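 note: score derived from kinetic fluorescence span divided by baseline fluorescence per well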
TRPC4 block: blocks the mouse TRPC4 cation channel; Q9QUQ5; 0.39% of 300,000 active; HEK293 TRPC4beta/mu-opioid, DAMGO-evoked Fluo4 calcium flux; active compounds read low; B-score at 10 µM;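 active = B-score over 3 SD under the library average, no early fluorescence shift, positive overall ratio signal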
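Test system – stable TRPC4beta/mu-opioid receptor HEK293 cells · Probe or stimulus – DAMGO, a submaximal dose followed by a maximal one · Dosing – one concentration per compound · Signal – Fluo4 calcium fluorescence by kinetic imaging, 5 s 1 Hz baseline · Evaluation – per-well B score of integrated baseline-normalized Fluo4 ratio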
* hit, by the source's call; i = inactive; · = no result given.

SMILES	SKKanGAS inh	MrgX1 antagonist	TRPC6 inhibitor	MrgX1 ag	TRPC4 agonist	MrgX1 PAM	TRPC6 activator	TRPC4 PAM	ANO1 activ	TMEM16A inh	TRPC4 block
O=C(N/N=C/c1cccc(Oc2ccccc2)c1)c1cccc(O)c1	9.3	i	i	i	i	i	i	i	i	i	i
O=C(Nc1ncn[nH]1)c1ccc(Cl)c(S(=O)(=O)N2CCCCCC2)c1	3.9	i	i	i	i	i	i	i	i	i	i
CCN(CC)C(c1ccc(F)cc1)c1nnnn1C1CCCCC1 (stereo unspecified)	9.7	i	i	i	i	i	i	i	i	i	i
CCCCN(CC)CCCNC(=O)C1c2ccccc2C(=O)N(C)C1c1cn(C)c2ccccc12 (stereo unspecified)	-1.8	i	i	i	80*	i	i	i	i	i	i
CC1CCN(c2ccc3nnc(CCC(=O)NCCCOC(C)C)n3n2)CC1	2.6	i	i	i	i	i	i	i	i	i	i
CCc1ccc(NC(=O)CNS(=O)(=O)c2c(C)noc2C)cc1	6.0	i	i	i	i	i	i	i	i	i	i
Cc1cccc(CCNC(=O)Cc2ccc(NC3=NC4CS(=O)(=O)CC4S3)cc2)c1 (stereo unspecified)	-2.2	i	i	i	i	i	i	i	i	i	i
CC(CN1CCOCC1)OC(=O)COc1ccc(F)cc1 (stereo unspecified)	-1.8	i	i	i	i	i	i	i	i	i	i
O=C(Nc1cccc(S(=O)(=O)N2CCCCC2)c1)c1ccc2c(c1)OCO2	4.6	i	i	i	i	i	i	i	i	i	i
COc1ccc(C(=O)N(C)CCCC2CCCC2)cc1OC1CCN(C(C)C)CC1	-0.8	i	i	i	i	i	i	i	i	i	i
S=C(Nc1cccc(Cl)c1Cl)NC1CCN(Cc2ccccc2)CC1	·	i	i	i	i	i	i	i	i	i	i
CCCCNc1ccc(S(N)(=O)=O)cc1[N+](=O)[O-]	-2.2	i	i	i	i	i	i	i	·	i	i
O=C(c1ccco1)N1CCN(C(=O)c2sccc2-c2ccccc2)CC1	8.1	i	i	i	i	i	i	i	i	i	i
COc1ccc(C/C(O)=C(\C#N)c2nc3ccccc3[nH]2)cc1OC	-14.7	i	i	i	i	i	i	i	i	i	i
COc1ccc(/C=C/C(=O)Nc2ccccc2C(F)(F)F)cc1	-3.8	i	i	i	i	i	i	i	i	i	i
CC1CCCN(CCOCCOc2ccccc2-c2ccccc2)C1 (stereo unspecified)	2.0	i	i	i	54*	i	i	i	i	i	-7*
Cc1nc2ccccc2n1C1CCN(CC(=O)Nc2ccccc2Br)CC1	8.8	i	i	i	i	i	i	i	i	i	i
CC(C)c1ccc(/C=C2\SC(=O)N(CC(=O)NC3C=CS(=O)(=O)C3)C2=O)cc1 (stereo unspecified)	1.8	i	i	i	i	i	i	i	i	i	i
CN1CCN(c2nc(-c3ccccc3)nc3c2oc2ccccc23)CC1	15.7	i	i	i	i	i	i	i	i	i	i
CC(NC(=O)COC(=O)CCc1ccc(S(=O)(=O)N2CCOCC2)cc1)C1CC2CCC1C2 (stereo unspecified)	8.7	i	i	i	i	i	i	i	i	i	i
N/C(=N\c1nc2c(c(=O)[nH]1)CCC2)Nc1ccccc1	5.3	i	i	i	i	i	i	i	i	i	i
CCOc1ccc(CN2CCCC(N3CCN(c4ccc(OC)cc4)CC3)C2)cc1 (stereo unspecified)	-4.4	i	i	i	i	i	i	i	i	i	i
COC(=O)c1[nH]c2cc(OC)c(OC)cc2c1NC(=O)c1cccc(OC)c1	-0.2	i	i	i	i	i	i	i	i	i	i
CC(=O)Nc1ccc(NC(=O)C2CCCCC2C(=O)O)cc1 (stereo unspecified)	-3.8	i	i	i	i	i	i	i	i	i	i
CCOc1ccc(CCNC(=O)COC(=O)COc2ccc(Cl)cc2)cc1OCC	-4.0	i	i	i	i	i	i	i	i	i	i
CCOCc1cc(C2NC(=O)NC(C)=C2C(=O)OCC)ccc1OC (stereo unspecified)	2.7	i	i	i	i	i	i	i	i	i	i
O=C1NC(SCCCF)=N/C1=C/c1ccc(-n2cncn2)cc1	-3.0	i	i	i	i	i	i	i	i	i	i
Cc1ccc(C)c(S(=O)(=O)NC(CCC(N)=O)C(=O)O)c1 (stereo unspecified)	-1.4	i	i	i	i	i	i	i	i	i	i
Cc1nc(/C=[N+](\[O-])C(C)(C)/C=N/O)n(O)c1C	0.3	i	i	i	i	i	i	i	i	i	i
Nc1cc(=O)[nH]c(SCc2nnc(-c3ccccc3)o2)n1	11.4	i	i	i	i	i	i	i	i	i	i
COc1ccc(C(=O)OCC(=O)c2cc(OC)ccc2OC)c(OC)c1	-0.8	i	i	i	i	i	i	i	i	i	i
Cc1c(NS(=O)(=O)c2ccc(Cl)c(C(=O)OC(C)C(=O)N3CCOCC3)c2)c(=O)n(-c2ccccc2)n1C (stereo unspecified)	0.0	i	i	i	i	i	i	i	i	i	i
O=C(Nc1cccnc1)c1ccc(S(=O)(=O)N2CCCCCC2)cc1	-1.6	i	i	i	i	i	i	i	i	i	i
COc1ccc(N2CCN(c3ccc(Cl)nn3)CC2)cc1	-8.0	i	i	i	i	i	i	i	i	i	i
C/C(N)=C(/C#N)C(=O)COC(=O)c1cc(-c2ccccc2)nc2ccc(Br)cc12	-1.9	i	i	i	i	i	i	i	·	i	i
O=S(=O)(c1ccc(Cl)cc1)N1CCC(O)(c2cccnc2)CC1	-1.8	i	i	i	i	i	i	i	i	i	i
COc1cccc(CNC(=O)c2ccc(C)c(S(=O)(=O)N3CCOCC3)c2)c1	16.0	i	i	i	i	i	i	i	i	i	i
CCOc1nc(NCCO)nc(Nc2cc(Cl)ccc2OC)n1	11.8	i	i	i	i	i	i	i	i	i	i
Cn1cccc1C(C#N)c1cccc(F)c1C#N (stereo unspecified)	6.1	i	i	i	i	i	i	i	i	i	i
Cc1ccccc1CS(=O)(=O)Cc1ccc(C(=O)NCCCN2CC(C)CC(C)C2)o1 (stereo unspecified)	-1.2	i	i	i	i	i	i	i	i	i	i
O=C(CC12CC3CC(CC(C3)C1)C2)NCc1ccc(F)cc1	0.3	i	i	i	i	i	i	i	i	i	i
Cc1ccc(S(=O)(=O)Nc2ccccc2CNc2ncc(Br)cc2Br)cc1	46.7	i	i	i	i	i	i	i	i	i	i
CCCN(CC(=O)Nc1ccccc1C)C(=O)c1ccc(-c2ccc(C(C)=O)cc2)o1	-4.4	i	i	i	i	i	i	i	i	i	i
Cc1ccc(NS(=O)(=O)c2ccc3[nH]c(=O)[nH]c3c2)c(C)c1	-2.3	i	i	i	i	i	i	i	i	i	i
O=C(NCCc1cn2ccsc2n1)C1CCCCC1	-3.8	i	i	i	i	i	i	i	i	i	i
Cc1ccc(OCC(O)CN2CCCC2)cc1 (stereo unspecified)	3.9	i	i	i	i	i	i	i	i	i	i
O=C(Oc1ccc(-c2nnco2)cc1)c1ccco1	-10.6	i	i	i	i	i	i	i	i	i	i
CNCC(O)CN1CCN(c2ccccc2OC)CC1 (stereo unspecified)	2.0	i	i	i	i	i	i	i	i	i	i
CC(C)(C)c1ccc(C(=O)NCCC(=O)NCc2cccs2)cc1	1.5	i	i	i	i	i	i	i	i	i	i
Cc1ccc(CNC(=O)CSCc2ccccc2F)cc1	2.6	i	i	i	i	i	i	i	i	i	i

Random excerpt: 2 records from the list, in no set order.
SMILES	SKKanGAS inh	MrgX1 antagonist	TRPC6 inhibitor	MrgX1 ag	TRPC4 agonist	MrgX1 PAM	TRPC6 activator	TRPC4 PAM	ANO1 activ	TMEM16A inh	TRPC4 block
CCCN(CC(=O)Nc1ccccc1C)C(=O)c1ccc(-c2ccc(C(C)=O)cc2)o1	-4.4	i	i	i	i	i	i	i	i	i	i
Cc1ccc(S(=O)(=O)Nc2ccccc2CNc2ncc(Br)cc2Br)cc1	46.7	i	i	i	i	i	i	i	i	i	i

Further records follow.
SMILES	SKKanGAS inh	MrgX1 antagonist	TRPC6 inhibitor	MrgX1 ag	TRPC4 agonist	MrgX1 PAM	TRPC6 activator	TRPC4 PAM	ANO1 activ	TMEM16A inh	TRPC4 block
COc1ccc(OC(C)C(=O)N2CC(C)OC(C)C2)cc1 (stereo unspecified)	8.0	i	i	i	i	i	i	i	i	i	i
Cc1cccc(NC(=O)c2ccc3nc(N4CCOCC4)sc3c2)c1C	-3.4	i	i	i	i	i	i	i	i	i	i
CCN(CC)CCN1C(=O)c2oc3ccccc3c(=O)c2C1c1ccc(F)cc1 (stereo unspecified)	-2.3	i	i	i	i	i	i	i	i	i	i
COc1cccc(O)c1CN1CCC(C(=O)Nc2ccc(Oc3cccnc3)cc2)CC1	1.4	i	i	i	i	i	i	i	i	i	i
Cc1ccc2sc(N(CCCN(C)C)C(=O)c3ccc(Br)s3)nc2c1C	-5.2	i	-6.53*	i	i	i	i	i	i	i	i
O=c1[nH]c2ccc(S(=O)(=O)NCCO)cc2[nH]1	-5.5	i	i	i	i	i	i	i	i	i	i
CCC1NC(=S)NC(C)=C1C(=O)c1ccccc1 (stereo unspecified)	16.7	i	i	i	i	i	i	i	i	i	i
O=C(CSc1ncccn1)NN=C1CCCCCCC1	1.1	i	i	i	i	i	i	i	i	i	i
CCc1[nH]nc2c1C1(CCOC1C)C(C#N)=C(N)O2 (stereo unspecified)	6.7	i	i	i	i	i	i	i	i	i	i
COC(=O)C1=C(C)NC=C([N+](=O)[O-])C1c1ccc(OC)cc1 (stereo unspecified)	-9.5	i	i	i	i	i	i	i	i	i	i
Oc1[nH]c2c(Cl)cc(Cl)cc2c1N=NC(=S)NCC1CCCO1 (stereo unspecified)	95.4*	i	i	i	i	i	i	i	i	i	i
COc1cccc2cc(C(=O)NCC3CCCO3)c(=O)oc12 (stereo unspecified)	3.5	i	i	i	i	i	i	i	i	i	i
Cc1[nH]nc2c1C(c1ccsc1)C(C#N)=C(N)O2 (stereo unspecified)	-2.0	i	i	i	i	i	i	i	i	i	i
C=CCN1CC(O)=C(c2ccccc2)C1=N	7.2	i	i	i	i	i	i	i	i	i	i
C#CCOc1nc(OCC#C)nc(OCC#C)n1	-1.7	i	i	i	i	i	i	i	i	i	i
Cc1c(O)ccc(C(=O)CN2CCN(Cc3ccccc3)CC2)c1O	0.4	i	i	i	i	i	i	i	i	i	i
